Screening results: PubChem BioAssay, National Center for Advancing Translational Sciences (NCATS)
Lamin A splicing = LMNA splicing modulation; HeLa LMNA splicing GFP/RFP minigene ratio, 48 h; Potency, µM (top dose mostly 46.1 µM), for the others: at the top dose ratio change, negative = inhibition, actives largely listed as inhibitors; 200,000 tested, 0.01% active; AID 1487; active = well fitted inhibition curve with a large enough effect in the signal ratio, with a control signal flat, not every such curve was filed as active; inconclusive = small, poorly fitted or top-dose-only effect, or effect the other way, or a change in a side signal; the % refers to the signal ratio; note: potency is the fitted concentration of half-maximal effect; % is set by controls: 0 for no effect and ±100 for the full control effect
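Read-out is the ratio of GFP to DsRed2 object intensity, acquired by 488 nm laser-scanning cytometry on HeLa lamin A-EGFP minigene reporter cells. Compound incubation 48 hrs at 37 °C in Opti-MEM with 2% FBS; DMSO 0.5% final.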
CBFb-RUNX1 inh = CBF-beta/RUNX1 interaction disruption; Potency, µM (highest dose often 59.8 µM), for inactives: at the highest dose activity, negative = inhibition, usual class: inhibitors; AlphaScreen CBFb-His/RUNX1-biotin binding, biochemical; Q01196+Q13951; 230,000 tested, under 10 active; note: % of control where 0% means no effect
Target sequence (Q01196 whole entry, looked up): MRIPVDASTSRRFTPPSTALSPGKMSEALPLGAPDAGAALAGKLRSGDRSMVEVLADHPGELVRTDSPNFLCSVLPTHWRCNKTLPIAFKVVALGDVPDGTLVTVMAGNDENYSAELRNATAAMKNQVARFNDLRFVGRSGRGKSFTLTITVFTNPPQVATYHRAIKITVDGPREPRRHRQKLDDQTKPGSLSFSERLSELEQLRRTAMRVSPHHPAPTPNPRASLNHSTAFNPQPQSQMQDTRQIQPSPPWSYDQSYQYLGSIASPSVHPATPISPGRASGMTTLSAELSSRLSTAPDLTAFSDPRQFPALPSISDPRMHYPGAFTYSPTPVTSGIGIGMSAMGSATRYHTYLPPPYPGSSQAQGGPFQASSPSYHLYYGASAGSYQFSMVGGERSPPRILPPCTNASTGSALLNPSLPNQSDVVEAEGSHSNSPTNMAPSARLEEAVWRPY
Target sequence (Q13951 whole entry, looked up): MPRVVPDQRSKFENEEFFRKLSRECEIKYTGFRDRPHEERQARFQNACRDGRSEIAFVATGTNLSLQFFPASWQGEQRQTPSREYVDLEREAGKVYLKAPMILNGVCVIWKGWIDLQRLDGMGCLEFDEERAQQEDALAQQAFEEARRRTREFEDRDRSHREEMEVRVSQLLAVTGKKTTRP
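CBFb-His/RUNX1-biotin, 30 nM each, preincubated 20 min RT; compound 15 min RT; Ni + streptavidin beads 50 ng each, 90 min RT; AlphaScreen read.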
HTT cytoprotect = Huntington cell model cytoprotection by ATP luminescence | PC12 HTT-Q103 induced, cytoprotection, ATP luminescence, 40 h | 230,000 tested, 0.14% active | Potency, µM (series often up to 56.4 µM), for the others: cytoprotection (ATP increase), usual class: activators | AID 1471;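 note: potency is the fitted concentration of half-maximal effect; % of control where 0% means no effect; nearly all actives have a fitted effect of over 45% in size; toxic huntingtin expression switched on by the ecdysone agonist tebufenozide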
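PC12 cells stably carrying ecdysone-inducible Htt exon 1 (Q103)–GFP were induced with 100 nM tebufenozide (final) alongside library compounds in a dose series. Cytoprotection was scored as retained ATP by ATPlite luminescence.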
HTT aggregate = reduces HttQ103-GFP aggregates in PC12 cells; AID 1688; 220,000 tested, 1.1% active; PC12 HttQ103-GFP aggregates, Acumen cytometry, 40 h; Potency, µM (highest dose often 46.1 µM), for inactives: top-dose activity change, negative = inhibition, most hits filed as inhibitors; note: potency is the fitted concentration of half-maximal effect; % is set by controls: 0 for no effect and ±100 for the full control effect; nearly all actives have a fitted effect of over 60% in size
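Huntingtin Q103 exon 1–GFP aggregates in induced PC12 cells (100 nM tebufenozide) were quantified by cytometry from lysates, with compounds dosed in titration.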
GAA inhib = blocks human lysosomal alpha-glucosidase; purified human GAA, 4-MU-alpha-glucoside fluorescence; Potency, µM (highest dose often 76.9 µM), inactives show top-dose activity change, negative = inhibition, most hits filed as inhibitors; 200,000 tested, 0.005% active;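 note: potency is the fitted concentration of half-maximal effect; plate controls were uninhibited enzyme wells for no effect and no-enzyme background for full effect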
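Compounds are titrated up to 77 uM against 4 nM human enzyme. Substrate 4-methylumbelliferyl-alpha-D-pyranoside (400 uM) reacts 20 min at room temperature in pH 5.0 buffer; liberated 4-methylumbelliferone is read at 440 nm.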
aGlu spleen mod = inhibitors or activators of human alpha-glucosidase in spleen homogenate. AID 2112. Potency, µM (doses to about 79.9 µM), for the others: at the highest dose activity change, negative = inhibition, hits mostly inhibitors. human spleen homogenate, 4-MU-alpha-glucoside fluorescence. P10253. 240,000 tested, 0.006% active;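 note: potency is the fitted concentration of half-maximal effect; 0% = enzyme with vehicle and -100% = no enzyme basal signal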
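Compounds were titrated against alpha-glucosidase in spleen homogenate at pH 5.0, with 1 mM 4-methylumbelliferyl substrate for 40 min at 37 C. Reactions were quenched with pH 10 NaOH/glycine and fluorescence measured.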
GAA glycogen mod = GAA glycogen-cleavage inhibition or activation; 300,000 tested, 0.38% active; recombinant GAA, glycogen substrate, Amplex Red glucose oxidase fluorescence; Potency, µM (doses to about 76.4 µM), for inactives: top-dose activity change, negative = inhibition, usual class: inhibitors; P10253;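 note: potency is the fitted concentration of half-maximal effect; 0% = full enzyme reaction and -100% = no-enzyme basal signal; the screen sought inhibitors and activators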
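Recombinant enzyme (4 nM final) with compounds titrated up to 77 uM and bovine liver glycogen (30 ug) in citrate pH 5.0, 0.01% Tween-20, 37 C 40 min. Released glucose detected by Amplex Red/glucose oxidase (Ex 573/Em 610); AC50 from Hill fits.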
The depositor's hits bear a star; ? = inconclusive; . = not tested or not shown; [ ] = dose if it differs, or a comment. Unless noted, calls come from the whole dose curve; as a rule, active = well fitted curve in the direction sought with a large enough effect; inconclusive = small, poorly fitted or top-dose-only effect, or another doubt; inactive = no such curve, though single readings can be large; an effect the other way counts as inactive or inconclusive.

Values in the order: Lamin A splicing | CBFb-RUNX1 inh | HTT cytoprotect | HTT aggregate | GAA inhib | aGlu spleen mod | GAA glycogen mod
1: CCOC(=O)C1CCN(C(=O)c2ccccc2N(C)S(=O)(=O)c2ccccc2)CC1
 : 10% | 0% | 25%[10 µM] | -4% | -2% | -1% | 2%
2: O=C(O)CC(=O)Nc1ccccc1C(=O)O
 : 1% | -2% | -5% | 6% | ? | 4% | -1%
3: O=C(O)c1ccccc1NC(=O)N1CCOCC1
 : . | 1% | -24% | 2% | 8% | 4% | 8%
4: CCCn1c(Nc2ccc(Cl)cc2)nc2ccccc21
 : 16% | -1% | -12% | 17% | -10% | -9% | -5%
5: Fc1ccc(-c2csc(-c3ccc(C4SCCS4)cc3)n2)cc1F
 : . | 3% | 5%[10 µM] | -8%[9.22 µM] | 2%[15.4 µM] | 10% | 2%
6: CCCC(=O)Nc1ccc2oc(-c3cccnc3)nc2c1
 : -3% | 7% | -17%[10 µM] | -14% | 6% | -6% | 5%
7: COc1ccc(OC)c(/C=c2\sc3nc(-c4cccs4)nn3c2=O)c1
 : -5% | 6% | 6%[10 µM] | 4% | 4% | 2% | 4%
8: COc1ccc(Nc2nc(N)nc(CSc3nccc(C)n3)n2)cc1
 : 2% | -2% | 1% | 8% | -10% | 1% | 4%
9: Cc1c([N+](=O)[O-])cc(S(=O)(=O)Nc2ccncc2)cc1[N+](=O)[O-]
 : 9%[46 µM] | 0% | -8% | -4% | 7% | -13% | -8%
10: CC(=O)c1cc2c(cc1NC(=O)CCn1cccc1)OCO2
 : -1% | -16% | 18% | 7% | -9% | 2% | -1%
11: Cc1ccc(/C=N/Nc2cc(C)nc(NCc3ccccc3)n2)cc1
 : . | 6% | -14%[10 µM] | -3%[9.22 µM] | -7% | 0% | -12%
12: COCc1nnc(NC(=O)c2ccc(Cl)cc2[N+](=O)[O-])s1
 : -7% | 7% | 13%[10 µM] | -6% | 4% | 6% | 1%
13: CCCCCCCc1nc2sc3c(c2c(=O)n1N)CC(C)(C)OC3
 : . | 6% | -15%[10 µM] | 7%[9.22 µM] | . | 6% | -4%
14: CC(C)CNC(=O)C1CC(=O)OC12CCCCC2 (stereo not drawn)
 : -11% | 6% | -2%[10 µM] | 3% | -5% | 4% | 5%
15: COc1ccc(CNC(=O)C(NS(=O)(=O)c2ccc3c(c2)CCCN3C(C)=O)C(C)C)cc1 (stereo not drawn)
 : 9% | 7% | -1% | 7% | 10% | 4% | 4%

An excerpt from above in order of their number in HTT aggregate, lowest first:
no.	molecule	HTT aggregate
6	CCCC(=O)Nc1ccc2oc(-c3cccnc3)nc2c1	-14%
1	CCOC(=O)C1CCN(C(=O)c2ccccc2N(C)S(=O)(=O)c2ccccc2)CC1	-4%
4	CCCn1c(Nc2ccc(Cl)cc2)nc2ccccc21	17%

New compounds follow.
Values in the order: Lamin A splicing | CBFb-RUNX1 inh | HTT cytoprotect | HTT aggregate | GAA inhib | aGlu spleen mod | GAA glycogen mod
16: Cc1ccc(N(C(=O)c2csnn2)C(C(=O)NC(C)(C)C)c2cccs2)cc1 (stereo not drawn)
 : 6%[0.0737 µM] | 6% | 12% | -16% | 12% | -7% | 1%
17: C=CCn1c(=N)c(C#N)cc2c(=O)n3ccccc3nc21
 : -8% | 4% | 16%[10 µM] | -3% | -4% | -4% | 4%
18: O=C(Nc1ccccc1C(F)(F)F)N1CCCC(O)C1 (stereo not drawn)
 : 3% | 4% | -14% | 5% | -7% | 4% | -10%
19: Cc1ccc(-c2ccc(C(=O)O)[nH]2)cc1
 : ? | 3% | -5% | 0% | -5% | 2% | -2%
20: CCOc1ccc2nc(SCC#N)c(C#N)cc2c1
 : ? | 18% | 15%[10 µM] | 25% | -14% | -2% | 3%
21: CSC1=C(C#N)C(C)CC(=O)N1 (stereo not drawn)
 : 2% | 1% | . | 24% | 0% | -7% | 1%
22: COC(=O)C/C=C\[C@@H](C)[C@@H](/C=N\O[C@@H](C)CN1CCCc2nc(C)c(C)cc21)OC
 : . | 9%[13.1 µM] | -13%[10 µM] | . | . | 3%[17.4 µM] | .
23: C#CCOCCOCCOCCNc1nc(N2CCN(C(=O)[C@H](Cc3cc4ccccc4[nH]3)n3cc(C(N)CC(C)C)nn3)CC2)nc(N2CCN(C(=O)[C@H](CCC(=O)O)n3cc(C(N)[C@H](C)CC)nn3)CC2)n1 (stereo partly drawn)
 : . | 7% | 2%[10 µM] | -15%[9.22 µM] | . | 3% | -12%
24: COc1ccc(C2=NN(C(=O)CSC3=NN4CCCC(=O)N=C4S3)C(c3cccc(OC)c3OC)C2)cc1 (stereo not drawn)
 : . | -3% | . | 35% | -4% | 11% | -16%
25: CCCc1c(C(=O)Nc2ccc(F)cc2)cnn1-c1ccccc1
 : . | 0% | -3%[10 µM] | -28%[9.22 µM] | . | 0% | 2%
26: O=C(COC(=O)C(c1ccccc1)c1ccccc1)NCc1ccco1
 : 2%[46 µM] | 7% | 9% | 26% | -12% | 2% | 8%
27: C=CCOC(=O)C1=C(C)NC(C)=C(C(=O)OCC=C)C1/C=C/c1ccccc1
 : ? | ? | -21% | 12% | ? | 2% | -12%
28: CCN(CC)C(CNS(=O)(=O)c1ccc(Cl)cc1)c1ccccc1 (stereo not drawn)
 : . | -6% | . | -2% | -12% | 3% | 13%
29: CCOc1cccc(CNc2ccc(O)cc2)c1OCc1ccc(Cl)cc1Cl
 : ? | -18% | 14% | ? | -9% | -7% | ?
30: CCOCCc1nnc(NC(=O)c2cccs2)s1
 : 4% | 4% | 0% | -2% | -5% | 4% | 5%

2 compounds from above, limited to HTT cytoprotect and GAA inhib:
no.	molecule	HTT cytoprotect	GAA inhib
19	Cc1ccc(-c2ccc(C(=O)O)[nH]2)cc1	-5%	-5%
20	CCOc1ccc2nc(SCC#N)c(C#N)cc2c1	15%[10 µM]	-14%

The list goes on.
Values in the order: Lamin A splicing | CBFb-RUNX1 inh | HTT cytoprotect | HTT aggregate | GAA inhib | aGlu spleen mod | GAA glycogen mod
31: O=[N+]([O-])c1cc(S(=O)(=O)Nc2ccccc2)ccc1N1CCN(c2ccccc2)CC1
 : ? | ? | 14%[10 µM] | ? | -36% | -7% | -9%
32: Cc1cc(C)c(S(=O)(=O)Nc2ccnc(-c3cccnc3)n2)c(C)c1
 : . | 4% | -28% | 4% | ? | -2% | 2%
33: NC(=O)N/N=C/c1c(F)cccc1F
 : -28% | -12% | 2%[10 µM] | -6% | 1% | -5% | 4%
34: O=S(=O)(NCc1csc(-c2cccs2)n1)c1cccc(C(F)(F)F)c1
 : . | 6% | -4%[10 µM] | -16%[9.22 µM] | . | -6% | -5%
35: CCOC(=O)N1CCN(c2nc(C)c3c(n2)CCCC3=O)CC1
 : -6% | 7% | 21%[10 µM] | -21% | -4% | -3% | -8%
36: CCCC1(c2ccccc2)NC(=O)N(CCN2C(=O)c3ccccc3C2=O)C1=O (stereo not drawn)
 : ? | 2% | -2% | 30% | 4% | -4% | 26%
37: O=C1C(Cc2cccc([N+](=O)[O-])c2)S/C(=N/N=C/c2ccco2)N1c1ccccc1 (stereo not drawn)
 : -3% | -12% | 11%[10 µM] | 22% | -3% | -4% | -8%
38: Fc1cc2[nH]cnc2cc1Cl
 : . | 12% | -6%[10 µM] | 0%[9.22 µM] | . | 4% | 2%
39: CN1C(C(=O)c2ccccc2)=C(N)c2ccccc2S1(=O)=O
 : -3%[46 µM] | -8% | 11%[10 µM] | -12%[9.22 µM] | 4% | -3% | -6%
40: Cc1ccc2nc3c(c(C(=O)OCC(=O)N(C)C4CCS(=O)(=O)C4)c2c1)CCCC3 (stereo not drawn)
 : 6%[46 µM] | 4% | -34%[inhibitor] | -11% | -2% | 7% | 4%
41: COc1ccc(N2C(=O)CSC23C(=O)N2c4c(cccc43)C(C)=CC2(C)C)cc1 (stereo not drawn)
 : 15% | -17% | 11% | -65% | -21% | -11% | -12%
42: Oc1cc2c(cc1O)[C@H](c1ccccc1)CNCC2
 : . | 8%[21.7 µM] | 27% | . | . | 2% | .
43: Cc1c(-c2ccccc2)nc(N)c(C#N)c1-c1cccnc1
 : . | 5% | 16%[10 µM] | 29%[9.22 µM] | . | -4% | 2%
44: CN1C(=O)/C(=C/C=C2/CCCN2C)N(C)C1=S
 : . | 0% | 10%[10 µM] | 18%[9.22 µM] | 2% | 10% | ?
45: c1ccc(-c2csc3ncn4cnnc4c23)cc1
 : 19% | -13% | -16% | ? | 4% | -8% | -13%

(more compounds)
Values in the order: Lamin A splicing | CBFb-RUNX1 inh | HTT cytoprotect | HTT aggregate | GAA inhib | aGlu spleen mod | GAA glycogen mod
46: c1ccc(N=C(c2cccs2)N2CCOCC2)cc1
 : -3% | 30% | 10%[1.9 µM] | 10% | -2% | -5% | 2%
47: Cn1cc(S(=O)(=O)NCc2ccco2)c(=O)n(C)c1=O
 : 1% | -2% | -20% | -1% | 3% | 8% | 13%
48: CC(=O)Nc1cccc(NC(=O)Cc2nc(-c3ccccc3)sc2-c2ccc(C)cc2)c1
 : -13% | -17% | 6%[10 µM] | -10% | -3% | -4% | -5%
49: COc1ccccc1-n1cnc2c(c1=O)c1nc3ccccc3nc1n2CCc1ccccc1
 : ? | 7% | . | 15% | 2% | 6% | 6%
50: Cc1c(C)n(CC(O)CN2CCCCC2)c2ccccc12 (stereo not drawn)
 : -6% | 6% | -8% | 2% | -10% | 4% | -4%
51: O=C(O)CCN1C(=O)c2ccc(NC(=O)Cc3ccc(Cl)cc3)cc2C1=O
 : . | 6% | 1%[10 µM] | -12%[9.22 µM] | . | -18% | -9%
52: COc1nc(/C(N)=N/O)nc(N2CCCCC2)n1
 : 5% | -4% | -15% | -3% | 10% | -1% | -8%
53: CC(=O)Nc1ccc(C2C(C)CCC3C(=O)N4C(CCC(C)[C@@H]4c4ccc(NC(C)=O)cc4)C(=O)N32)cc1 (stereo partly drawn)
 : . | 3%[13.1 µM] | 1%[10 µM] | . | . | -5%[17.4 µM] | .
54: C/C=C/c1ccc(OCCOc2ccc(C=O)cc2OC)c(OC)c1
 : -11% | 0% | -4%[10 µM] | -2% | 4% | -7% | 6%
55: CC1CNc2c(cccc2S(=O)(=O)N[C@@H](CCCN=C(N)N)C(=O)N2CC[C@@H](C)C[C@@H]2C(=O)O)C1 (stereo partly drawn)
 : . | 5% | . | . | -9%[15.4 µM] | -6% | 1%
56: Cc1c(C(=O)OCC(C)C)[nH]c2c1C(=O)CC(c1cccs1)C2 (stereo not drawn)
 : ? | 8% | -103%[inhibitor] | 1% | -3% | -3% | -2%
57: Cn1c(SCC(=O)NCc2cccs2)nnc1-c1ccco1
 : 13% | 10% | 2% | 0% | 0% | -10% | 3%
